Assay outcomes: PubChem BioAssay, National Center for Advancing Translational Sciences (NCATS)
DT40 TDP1 no CPT – qHTS for Inhibitors of human tyrosyl-DNA phosphodiesterase 1 (TDP1): qHTS in cells in absence of CPT; Potency, µM (series often up to 46.2 µM), for inactives: top-dose activity change, negative = growth inhibition, hits mostly inhibitors; 420,000 tested, 15% active; DT40 Tdp1-/- hTDP1 cells, no CPT, ATP luminescence, 48 h; further: nearly all actives have a fitted effect of over 55% in size
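DT40 Tdp1-/-;hTDP1 cells, no CPT (DMSO vehicle only), 400 cells/well; compounds pin-transferred; ≥48 hr, 37 °C; CellTiter-Glo 30 min RT dark, luminescence read.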
GCN5L2 inh – GCN5L2 (KAT2A) acetyltransferase inhibition | Q92830 | GCN5L2 HAT assay, ThioGlo1 CoA-SH fluorescence | Potency, µM (highest dose often 58.9 µM), for inactives: top-dose activity change, negative = inhibition, actives largely listed as inhibitors | 390,000 tested, 0.21% active | AID 504327
Target sequence (Q92830 whole entry, looked up): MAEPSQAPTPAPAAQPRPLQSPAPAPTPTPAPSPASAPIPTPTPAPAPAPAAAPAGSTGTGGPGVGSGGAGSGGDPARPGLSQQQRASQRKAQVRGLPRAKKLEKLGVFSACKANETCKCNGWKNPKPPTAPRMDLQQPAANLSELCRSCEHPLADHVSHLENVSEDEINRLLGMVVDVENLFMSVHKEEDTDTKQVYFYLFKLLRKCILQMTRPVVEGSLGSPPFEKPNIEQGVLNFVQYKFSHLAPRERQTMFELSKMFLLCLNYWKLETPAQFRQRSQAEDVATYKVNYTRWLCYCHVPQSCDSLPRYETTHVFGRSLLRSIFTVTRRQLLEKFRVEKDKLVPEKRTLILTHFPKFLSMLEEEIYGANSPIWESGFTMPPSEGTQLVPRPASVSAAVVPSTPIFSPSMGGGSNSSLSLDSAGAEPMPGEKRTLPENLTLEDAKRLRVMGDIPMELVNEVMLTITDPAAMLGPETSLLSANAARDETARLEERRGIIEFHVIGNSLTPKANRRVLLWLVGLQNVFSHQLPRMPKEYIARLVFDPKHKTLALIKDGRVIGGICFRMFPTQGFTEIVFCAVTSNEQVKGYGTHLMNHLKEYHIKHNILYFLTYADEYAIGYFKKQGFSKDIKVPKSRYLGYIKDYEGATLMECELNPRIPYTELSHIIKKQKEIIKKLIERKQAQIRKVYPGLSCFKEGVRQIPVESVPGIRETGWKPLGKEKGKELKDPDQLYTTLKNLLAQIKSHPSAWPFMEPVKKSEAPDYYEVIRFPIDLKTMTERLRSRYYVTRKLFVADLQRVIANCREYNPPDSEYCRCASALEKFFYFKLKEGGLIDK
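Titration-based screen in which CoA formation is detected via maleimide probe ThioGlo1 (50uM) turning fluorescent on thiol reaction; substrates H3(1-25) 75uM and acetyl-CoA 70uM, GCN5L2 20nM, 20 min incubation at room temperature.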
TDP1 cell CPT – DT40-hTDP1 cell growth loss with CPT. Potency, µM (doses to about 46.2 µM), for the others: at the highest dose activity change, negative = growth inhibition, usual class: inhibitors. 420,000 tested, 12% active. AID 686979. chicken DT40 Tdp1-/-;hTDP1 cells + 20 nM CPT, ATP luminescence, 48 h; further: nearly all actives have a fitted effect of over 55% in size
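Chicken DT40 Tdp1-/- cells complemented with human TDP1, 400 cells/well, exposed to compounds plus 20 nM camptothecin for at least 48 h at 37 C; viability read as ATP content by CellTiter-Glo luminescence.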
Active calls of the source: *; ? = inconclusive; . = no result given; & = joins results of further samples; [ ] = dose if it differs, or a comment. The call rests on the fitted dose curve; in most records, active means well fitted curve in the direction sought with a large enough effect; inconclusive means small, poorly fitted or top-dose-only effect, or another doubt; inactive means no such curve, though single readings can be large; an effect the other way counts as inactive or inconclusive. On the % scale 0 is the no-effect control and ±100 the full control effect; potency means the concentration at half of the fitted maximal effect.

1	CCCNC(=O)C1(C)CCCN(Cc2ccc3ccccc3c2)C1 (centres undefined)
2	Cc1cc2nc(-c3ccc(SCc4ccccc4C#N)nc3)[nH]c2cc1C
3	CCOC(=O)c1c(-c2ccc(OC)cc2)oc2cc(Br)c(O)cc12
4	CSCCC(C(=O)Nc1c(C)cccc1C)n1c(COc2ccc(C)cc2)nc2ccccc21 (centres undefined)
5	CC1CC(C)(C)CC2(C1)NC(=O)N(CC(=O)NCC(c1ccco1)N1CCCCC1)C2=O (centres undefined)
6	COC(=O)[C@H](CCSC)NC(=O)Cn1cc(C)c(=O)[nH]c1=O
7	O=C(Nc1cccc(Cl)c1)NC1CC2CCC(C1)N2Cc1cccs1 (centres undefined)
8	CCOC(=O)C(C(=O)OCC)C1CCS(=O)(=O)C1 (centres undefined)
9	COc1cc(NC(=O)[C@H]2CSCN2C(=O)[C@@H]2CCC(=O)N2)cc(OC)c1OC
10	COc1ccc(NS(=O)(=O)c2ccc(F)c(F)c2F)cc1S(=O)(=O)N1CCOCC1

assay / entry | 1 | 2 | 3 | 4 | 5 | 6 | 7 | 8 | 9 | 10
TDP1 cell CPT | ? | ? | -28% | 12µM* | -12% | -5% | 21µM* | 0% | -3% | -11%
GCN5L2 inh | . | 0% | -7% | . | 2% | . | 2% | -2% | 0% | 0%
DT40 TDP1 no CPT | 23µM* | 16µM* | ? | 9.2µM* | ? | -7% | 26µM* | 4% | 33%[activator] | 23%

11	COc1ccc(NC(=O)N(Cc2ccco2)C2CCN(C(C)=O)CC2)c(OC)c1
12	CCCCC(=O)Nc1ccc(C(=O)Nc2ccc3c(c2)OCO3)cc1
13	CCOC(=O)CN(C(=O)CNC(=O)c1ccco1)C(C(=O)NC1CCCCC1)c1cccc(OC)c1 (centres undefined)
14	NC(=O)C1CCN(C(=O)CCSCc2ccccc2)CC1
15	COCCN(C(=O)COC(=O)CCOc1ccccc1)c1c(N)n(Cc2ccccc2)c(=O)[nH]c1=O
16	Cc1nc2c(C)cccc2c2c1CCN2c1ccccc1F
17	C/C(CC(=O)Nc1cc(C)ccn1)=N\NC(=O)c1ccc(C(C)(C)C)cc1
18	CCOC(=O)c1cc(S(=O)(=O)Nc2cc(F)ccc2C)[nH]n1
19	O=C(CCS(=O)(=O)c1ccc(Br)s1)NCc1cccs1
20	O=C(CCn1cccc1)NCc1ccc(Cl)cc1

assay / entry | 11 | 12 | 13 | 14 | 15 | 16 | 17 | 18 | 19 | 20
TDP1 cell CPT | 0% | -23% | -9% | 3% | 7% | 15µM* | ? | -25% | -10% | 0%
GCN5L2 inh | -17% | 1% | -10% | -2% | -21% | -7% | -4% | 4% | -13% | -7%
DT40 TDP1 no CPT | ? | -14% | 3% | 18% | -16% | 21µM* | -29% | 2% | -8% | 2%

21	CN(C)CCCN1C(=O)C(O)=C(C(=O)c2cc3ccccc3o2)C1c1ccccc1 (centres undefined)
22	COc1ccc(CCn2c(N)c(C(=O)NCc3ccco3)c3nc4ccccc4nc32)cc1
23	CC(CCc1ccccc1)NC(=O)CN(C)Cc1ccc(F)cc1 (centres undefined)
24	CCOC(=O)C1CCCN(C2=NC(=O)/C(=C/c3ccc(OC)cc3)S2)C1 (centres undefined)
25	O=S1(=O)CC(N2CCCC2)CN1Cc1cn(Cc2cccc(Cl)c2)nn1 (centres undefined)
26	CCO[C@H]1OC(C(N)=O)=C[C@@H](c2ccccc2)[C@@H]1CCCO
27	Cc1cccc(OCC(=O)Nc2ccc(C(=O)OCc3cc(=O)n4nc(C5CC5)sc4n3)cc2)c1
28	Cc1ccccc1OCCN1CCCC1
29	O=C(O)Cn1c2c(c3ccccc31)CSc1ccc(Cl)cc1-2
30	CCCCNC(=O)c1cc(Sc2ccc(OCC)cc2)nc2ccccc12

assay / entry | 21 | 22 | 23 | 24 | 25 | 26 | 27 | 28 | 29 | 30
TDP1 cell CPT | 0% | 12µM* | -7% | ? | 4% | 2% | -14% | -14% | -13% | -30%
GCN5L2 inh | 1% | -15% | 1% | -6% | . | -5% | 22% | -4% | ? | -3%
DT40 TDP1 no CPT | -20% | 13µM* | ? | ? | -16% | 8% | -19% | 4% | -7% | ?

31	COc1c(C)cc(Br)cc1C(=O)Nc1ccc(C)cc1[N+](=O)[O-]
32	Cn1cc(C(=O)NC2CCCCC2)c(=O)c2cc(S(=O)(=O)N3CCCC3)ccc21
33	N#CC1=C(SCC(=O)c2ccc(Cl)cc2)NC2=C(C(=O)CCC2)C1c1ccco1 (centres undefined)
34	COc1ccccc1CNC(=O)CCN=C1NS(=O)(=O)c2ccccc21
35	CCCCN(CCCC)C(=O)CCS(=O)(=O)c1ccc2c(c1)n(C)c(=O)c(=O)n2C
36	O=C(CCS(=O)(=O)Cc1ccc(Cl)cc1)NCCc1ccccc1
37	CCc1ccc2occ(CC(=O)Nc3sc4c(c3C(=O)NCCOC)CCCC4)c2c1
38	C/C(=N\NS(=O)(=O)c1ccc(C)c([N+](=O)[O-])c1)c1ccc2c(c1)OCO2
39	COc1cccc(N2CC(C(=O)Nc3nnc(SCCC4OCCO4)s3)CC2=O)c1 (centres undefined)
40	CC(CCc1ccccc1)OS(N)(=O)=O (centres undefined)

assay / entry | 31 | 32 | 33 | 34 | 35 | 36 | 37 | 38 | 39 | 40
TDP1 cell CPT | ? | ? | 5.2µM* | -4% | ? | -4% | ? | -3% | -7% | -19%
GCN5L2 inh | -8% | -5% | -2% | 1% | 5% | -1% | -1% | -4% | -13% | -24%
DT40 TDP1 no CPT | 13µM* | -29% | 5.8µM* | 8% | ? | 1% | ? | -4% | 2% | -15%

Some of these compounds in order of length of the SMILES, high to low.
15	COCCN(C(=O)COC(=O)CCOc1ccccc1)c1c(N)n(Cc2ccccc2)c(=O)[nH]c1=O
13	CCOC(=O)CN(C(=O)CNC(=O)c1ccco1)C(C(=O)NC1CCCCC1)c1cccc(OC)c1 (centres undefined)
38	C/C(=N\NS(=O)(=O)c1ccc(C)c([N+](=O)[O-])c1)c1ccc2c(c1)OCO2
5	CC1CC(C)(C)CC2(C1)NC(=O)N(CC(=O)NCC(c1ccco1)N1CCCCC1)C2=O (centres undefined)
9	COc1cc(NC(=O)[C@H]2CSCN2C(=O)[C@@H]2CCC(=O)N2)cc(OC)c1OC
10	COc1ccc(NS(=O)(=O)c2ccc(F)c(F)c2F)cc1S(=O)(=O)N1CCOCC1
33	N#CC1=C(SCC(=O)c2ccc(Cl)cc2)NC2=C(C(=O)CCC2)C1c1ccco1 (centres undefined)
22	COc1ccc(CCn2c(N)c(C(=O)NCc3ccco3)c3nc4ccccc4nc32)cc1
26	CCO[C@H]1OC(C(N)=O)=C[C@@H](c2ccccc2)[C@@H]1CCCO
7	O=C(Nc1cccc(Cl)c1)NC1CC2CCC(C1)N2Cc1cccs1 (centres undefined)
30	CCCCNC(=O)c1cc(Sc2ccc(OCC)cc2)nc2ccccc12
1	CCCNC(=O)C1(C)CCCN(Cc2ccc3ccccc3c2)C1 (centres undefined)

assay / entry | 15 | 13 | 38 | 5 | 9 | 10 | 33 | 22 | 26 | 7 | 30 | 1
TDP1 cell CPT | 7% | -9% | -3% | -12% | -3% | -11% | 5.2µM* | 12µM* | 2% | 21µM* | -30% | ?
GCN5L2 inh | -21% | -10% | -4% | 2% | 0% | 0% | -2% | -15% | -5% | 2% | -3% | .
DT40 TDP1 no CPT | -16% | 3% | -4% | ? | 33%[activator] | 23% | 5.8µM* | 13µM* | 8% | 26µM* | ? | 23µM*

19	O=C(CCS(=O)(=O)c1ccc(Br)s1)NCc1cccs1
40	CC(CCc1ccccc1)OS(N)(=O)=O (centres undefined)
28	Cc1ccccc1OCCN1CCCC1

assay / entry | 19 | 40 | 28
TDP1 cell CPT | -10% | -19% | -14%
GCN5L2 inh | -13% | -24% | -4%
DT40 TDP1 no CPT | -8% | -15% | 4%

The results go on:
41	O=C(CCC(=O)c1cccs1)Nc1nc2ccccc2s1
42	NC(=S)N/N=C/c1cccc(O)c1O
43	C[C@@H]1NC(=O)[C@H](CCC(N)=O)NC(=O)c2cc([N+](=O)[O-])cc(I)c2NCC[C@@H](C(N)=O)NC1=O
44	Cc1cccc(C)c1NC(=O)CCCn1nc(C)c2c(C)n(-c3ccccc3)nc2c1=O
45	CN(C)S(=O)(=O)c1ccc(C(=O)NC(=O)CSc2nnnn2C)cc1
46	CC(=O)Nc1ccc(S(=O)(=O)NCc2ccc3[nH]c(C)cc3c2)cc1
47	Cc1ccc(-n2ncc3c(NCC4CCCO4)ncnc32)c(C)c1 (centres undefined)
48	COc1ccc(S(=O)(=O)N2CCOCC2)cc1NC(=O)c1c(C)noc1C
49	NC(=O)N/N=C/c1ccc2cccc(OCc3ccccc3)c2n1
50	CC(=O)c1cc2c(cc1O)OC(C)(C)C=C2

assay / entry | 41 | 42 | 43 | 44 | 45 | 46 | 47 | 48 | 49 | 50
TDP1 cell CPT | -7% | 0.58µM* | 7% | -6% | -9% | ? | ? | 7% | 3% | -6%
GCN5L2 inh | . | -6% | -2% | -4% | -4% | -20% | -10% | . | -8% | -15%
DT40 TDP1 no CPT | -1% | 0.92µM* | 2% | 24% | -14% | ? | ? | 0% | ? | -9%

51	CC(=O)c1cc2c(cc1NC(=O)c1ccc(C)cc1)OCCO2
52	O=C(N/C(=C/C=C/c1ccccc1)C(=O)N1CCOCC1)c1ccccc1Br
53	Cc1ccc(C)c(OCC(=O)N2CCN(C(=O)c3ccco3)CC2)c1
54	COc1cc(=O)n2c(c1C(=O)N(C)Cc1nccs1)CCN(Cc1c(F)ccc(F)c1F)CC2
55	COCCCn1c(=O)c2sccc2n2c(CCCC(=O)Nc3ccc(F)c(F)c3)nnc12
56	O=C(NCc1ccc(N2CCCC2=O)cc1)c1cc(COc2c(F)cccc2F)on1
57	CC(=O)C1C(c2cccc(F)c2)c2c(n[nH]c2C)CC1(C)O (centres undefined)
58	Cc1[nH]c2ccccc2c(=O)c1CN(C)Cc1ccccc1
59	CC(=O)SCC[N+](C)(C)C
60	COc1ccc(C2/C(=C(/O)c3ccccc3)C(=O)C(=O)N2CC(C)O)c(OC)c1 (centres undefined)

assay / entry | 51 | 52 | 53 | 54 | 55 | 56 | 57 | 58 | 59 | 60
TDP1 cell CPT | 0% | -5% | -28% | 6% | ? | ? | -9% | -15% | 4% | 10%
GCN5L2 inh | -10% | -13% | 0% | . | -4% | -19% | 0% | 3% | -5%&-1% | -3%
DT40 TDP1 no CPT | ? | -9% | ? | -2% | ? | ? | -16% | 5% | ? | -7%

Two entries from above in a different format:
| entry | structure | TDP1 cell CPT | GCN5L2 inh | DT40 TDP1 no CPT |
| --- | --- | --- | --- | --- |
| 17 | C/C(CC(=O)Nc1cc(C)ccn1)=N\NC(=O)c1ccc(C(C)(C)C)cc1 | ? | -4% | -29% |
| 4 | CSCCC(C(=O)Nc1c(C)cccc1C)n1c(COc2ccc(C)cc2)nc2ccccc21 (centres undefined) | 12µM* | . | 9.2µM* |

Other records follow:
61	CCn1nc(C)cc1Nc1ccccc1
62	CC(C)NC(=O)CN1CCC(c2ccccc2)C(O)C1 (centres undefined)
63	O=S(=O)(NCc1ccccc1)c1cccc2nsnc12
64	Cc1ccc(CNC(=O)CN2C(=O)CSc3ccc(S(=O)(=O)N4CCCCC4)cc32)cc1
65	COc1cc(CN/C(C)=C(\C#N)C(N)=O)cc(OC)c1OC
66	Cc1cc(Cl)nc2ccccc12
67	Cc1ccc(Cl)cc1N1CCN(C(=O)Cc2c(C(=O)O)[nH]c3ccccc23)CC1
68	O=C(NNC(=O)c1ccccc1F)c1ccc(S(=O)(=O)N2CCCC2)cc1
69	CCOc1ncc(S(=O)(=O)N2CCN(CC)CC2)cc1C(=O)O
70	CC(=O)Nc1ccc(NC(=O)COC(=O)CCc2nc3ccccc3s2)cc1

assay / entry | 61 | 62 | 63 | 64 | 65 | 66 | 67 | 68 | 69 | 70
TDP1 cell CPT | -3% | -3% | -5% | -26% | -17% | 3% | -10% | 32%[activator] | -7% | -6%
GCN5L2 inh | 2% | -5% | 0% | -5% | -2% | . | -19% | -2% | 0% | 0%
DT40 TDP1 no CPT | -4% | 21% | -9% | 8% | -22% | -3% | -3% | 3% | 4% | 0%

71	O=C(Nc1ccc(N2CCOCC2)cc1N1CCOCC1)c1ncoc1-c1cccc(F)c1
72	c1ccc(-c2ccc3c(c2)NC(C2Nc4cc(-c5ccccc5)ccc4O2)O3)cc1 (centres undefined)
73	COc1ccc2[nH]c3c(c2c1)CCN1C(=O)C(CC(=O)NCc2cccc(C(F)(F)F)c2)C[C@H](C(=O)N2CCOCC2)[C@@]31C (some centres undefined)
74	O=C(c1cc(-c2cccs2)on1)N1CCN(C(c2ccccc2)c2ccccc2)CC1

assay / entry | 71 | 72 | 73 | 74
TDP1 cell CPT | ? | -2% | -26% | ?
GCN5L2 inh | -9% | -7% | 0% | -11%
DT40 TDP1 no CPT | ? | ? | -25% | ?
